Bioassay records as filed in PubChem BioAssay.
MgcRacGAP inhibition: MgcRacGAP GTPase-activating activity inhibitors, confirmation, biochemical, ADP Hunter fluorescence. 340,000 compounds, 0.6% hits. inhibition, % at 30 µM; hits with a dose series show IC50 in µM. MgcRacGAP-stimulated Rac1 GTP hydrolysis, ADP Hunter fluorescence; higher % means a stronger effect; GST-tagged Rac1 F28L mutant substrate;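 active = first-screen hits whose inhibition reached a set limit at any dose in the follow-up dose series; inconclusive = inhibition above the set first-screen limit but never retested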;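 also: fluorescence reports GDP produced by GAP-driven GTP hydrolysis; strong numbers were not always called active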
UTI89 phage lysis: inhibition of K1F phage lysis, E. coli UTI89, bacterial capsule biogenesis inhibitors, alamar blue (AID 488966); 340,000 compounds, 0.02% hits; inhibition, % at 100 µM; hits with a dose series show IC50 in µM; E. coli UTI89 K1F phage lysis, alamar blue, 2 h; higher % means a stronger effect;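 active = phage lysis inhibition, versus mean bacterial control, above a set limit; inconclusive = no clear call, values can overlap the other calls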;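 also: capsule biogenesis inhibitors block K1F phage lysis so surviving cells raise fluorescence; higher fluorescence means more inhibition of phage lysis; actives were called in the ten point dose series up to 300 µM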
NTR1 agonist: agonists of NTR1, primary screen, imaging, U2OS cells, beta-arrestin-GFP, high content (AID 493036). NTR1-U2OS beta-arrestin-GFP spot imaging, agonist mode. activation, % at 20 µM. P30989. 330,000 compounds, 0.17% hits;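 active = activation at or above 40% of the spot to cytoplasm intensity ratio, with at least 20 cells analyzed; inconclusive = wells under 20 cells, flagged as cytotoxic or low count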;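 also: 0% = DMSO without peptide and 100% = 100 nM NTR1 peptide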
Target sequence (P30989 whole entry, looked up): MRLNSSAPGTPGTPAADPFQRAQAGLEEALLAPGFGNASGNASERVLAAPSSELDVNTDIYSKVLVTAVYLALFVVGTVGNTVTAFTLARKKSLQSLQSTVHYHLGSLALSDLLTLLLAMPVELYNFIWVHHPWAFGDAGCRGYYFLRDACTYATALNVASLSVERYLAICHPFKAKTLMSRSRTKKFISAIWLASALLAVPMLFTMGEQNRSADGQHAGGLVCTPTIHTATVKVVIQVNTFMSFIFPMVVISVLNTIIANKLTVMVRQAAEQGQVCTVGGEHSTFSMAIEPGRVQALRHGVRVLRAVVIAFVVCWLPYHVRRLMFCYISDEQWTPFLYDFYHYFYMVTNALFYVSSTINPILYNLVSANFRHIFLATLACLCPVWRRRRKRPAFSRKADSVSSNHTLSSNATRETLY
NTR1 agonist cell count 20 µM: further read-out of NTR1 agonist, marked with its call; cell count; measured here: cell count, cytotoxicity flag
* = called active by the depositor; ? = inconclusive; & = joins results of further samples; [ ] = dose if it differs, or a comment. Not all compounds are listed, so the mix of outcomes need not match the whole.

The line under a structure holds: MgcRacGAP inhibition	NTR1 agonist	NTR1 agonist cell count 20 µM	UTI89 phage lysis
Cc1c(Br)cnn1C(C)C(=O)N1CCN(c2ccc(F)cc2)CC1 (stereo not given)
  3.5%	-0.4	59	0.4%[50 µM]
O=C(COC(=O)c1ccc(F)cc1)Nc1ccc2c(c1)OCO2
  3.0%	-0.3	50	4.6%
O=C(Nc1ccc(S(=O)(=O)N2CCCC2)cc1)c1cncc(Br)c1
  0.5%	5.3	47	0.3%[50 µM]
Cc1noc(C)c1S(=O)(=O)N(C)C[C@H]1Oc2ccc(NC(=O)C3CCCCC3)cc2C(=O)N([C@H](C)CO)C[C@@H]1C
  2.1%	-0.6	41	-0.6%
COc1ccc2[nH]cc(CCNC(=O)c3ccco3)c2c1
  8.5%	0.8	59	-0.9%
CC(=NNC(=O)c1cc(C)nc2ccccc12)c1ccc(N2CCOCC2)cc1
  5.4%	0.3	51	-3.0%
CNC(=O)C1CC(=O)N(c2ccc(OCC(=O)Nc3ccccc3C)cc2)C1 (stereo not given)
  1.3%	-0.7	58	1.2%[50 µM]
O=S(=O)(c1cccnc1)N1CCn2cccc2C1c1ccccc1F (stereo not given)
  7.0%	1.0	77	0.8%[50 µM]
CCCN(CC(=O)NC(=O)NC1CCCCC1)CC(=O)Nc1cc(Cl)ccc1Cl
  4.4%	24.5	52	0.1%[50 µM]
O=C(/C=C/c1ccc(O)c(O)c1)O[C@@H]1C[C@](O)(C(=O)O)C[C@@H](O)[C@H]1O
  ?	4.2&1.5	62&48	5.5%&6.0%
CC1CN(C(=O)COC(=O)CSc2ccc([N+](=O)[O-])cc2)CC(C)O1 (stereo not given)
  6.2%	-0.2	84	0.3%[50 µM]
Cc1ccnn1-c1ccc(C(=O)NCc2ccccc2CN2CCOCC2)cc1
  5.2%	-1.0	61	0.2%
COC(=O)C1N[C@@H]([C@@H](NC(=O)COc2ccccc2)C(=O)NC2CC2)SC1(C)C (stereo not given in full)
  10.7%	-3.6	86	1.3%
CC1CCCC(NC(=O)COC(=O)c2ccc([N+](=O)[O-])o2)C1C (stereo not given)
  3.2%	1.8	60	?
O=C(NCc1n[nH]c(=O)c2ccccc12)C1CC(=O)N(c2ccccc2)C1 (stereo not given)
  9.5%	0.3	65	1.3%[50 µM]

New compounds follow
The line under a structure holds: MgcRacGAP inhibition	NTR1 agonist	NTR1 agonist cell count 20 µM	UTI89 phage lysis
Cc1cccc(NC(=O)c2ccc(S(=O)(=O)NCc3ccco3)cc2)n1
  6.3%	-1.3	53	0.9%[50 µM]
CCOCCCn1c(SCC(=O)Nc2oc(C)c3c(C)n[nH]c(=O)c23)nnc1-c1ccncc1
  5.5%	-0.7	46	1.1%[50 µM]
O=C(Nc1nccs1)c1nc[nH]c1C(=O)N1CCc2ccccc2C1
  5.6%	0.9	59	0.6%
COc1ccc(C(=O)NCCOc2cccc(Oc3ccccc3)c2)cc1OC
  16.1%	-1.3	79	-0.9%[50 µM]
COc1ccc(N2CCN(C(=O)c3ccc4c(c3)CC(c3ccccc3)OC4=O)CC2)cc1 (stereo not given)
  12.3%	1.0	73	3.2%[50 µM]
Cc1csc(=O)n1CCC(=O)OCC(=O)Nc1cc([N+](=O)[O-])ccc1Cl
  -8.8%	0.2	57	1.4%[50 µM]
Cc1c(S(=O)(=O)N2CCCC(C)C2)c(=O)n(C)c(=O)n1C (stereo not given)
  3.9%	-0.6	49	1.1%[50 µM]
CCC(C)[C@H]1CNCCN1CCCc1cc(OC)c(OC)c(OC)c1 (stereo not given in full)
  11.6%	-0.3	84	1.0%
Cc1cccn2c(=O)nc(SCC(=O)N3CCCCC3)nc12
  6.4%	-1.0	41	0.7%[50 µM]
COc1cccc(C(=O)OCC(=O)c2c[nH]c3ccccc23)c1OC
  5.0%	-1.3	55	1.3%[50 µM]
O=C(NCCc1nc(-c2ccccc2)no1)c1ccccc1
  -2.5%	-0.1	79	0.3%
Cc1cc(C)c(C)c(S(=O)(=O)Nc2cccc(S(=O)(=O)Nc3ccccc3C(=O)O)c2)c1C
  7.8%	1.1	49	-3.5%
O=S1(=O)[C@H]2C[C@H](CO)O[C@@]2(CO)CN1Cc1ccc(-c2cccc(Cl)c2)cc1
  5.3%	3.4	57	0.2%
O=C(NN=Cc1ccccc1C(=O)O)c1ccc(NS(=O)(=O)c2cccs2)cc1
  5.6%	-0.7	62	0.7%[50 µM]
O=C(COC(=O)/C=C/c1ccccc1)NC(=O)NC1CCCCC1
  5.0%	6.2	71	-0.8%

Next results.
The line under a structure holds: MgcRacGAP inhibition	NTR1 agonist	NTR1 agonist cell count 20 µM	UTI89 phage lysis
COC(C(=O)Nc1ccc(F)c(F)c1)c1ccccc1 (stereo not given)
  8.2%	0.8	76	0.2%
Cc1nnc(SCC(=O)Nc2sc3c(c2C(N)=O)CCC(C)C3)[nH]c1=O (stereo not given)
  12.8%	-1.9	59	0.5%[50 µM]
Cc1c(C(=O)O)sc(S(=O)(=O)N2CCN(C(=O)Cc3ccccc3Cl)CC2)c1C(=O)O
  4.3%	-0.6	46	0.7%[50 µM]
CCN(CC(=O)Nc1ccc(NC(C)=O)cc1)C(=O)c1cccc(-n2cccc2)c1
  5.4%	0.0	64	0.6%[50 µM]
O=C(CCC(=O)c1cccs1)NNC(=O)c1ccc(Cl)cc1
  2.6%	1.2	46	1.2%[50 µM]
COc1cccc(/C=N/n2nnnc2N)c1OCC#N
  6.4%	-0.6	48	-0.2%
COc1ccc(C(=O)OCC#CCSc2nnc(-c3cccc4ccccc34)o2)cc1
  15.7%	0.6	60	0.6%
C[C@@H]1CN([C@@H](C)CO)C(=O)c2cc(NC(=O)CCC(F)(F)F)ccc2O[C@H]1CN(C)S(=O)(=O)c1ccc(Cl)cc1
  6.8%	-3.3	52	2.1%
O=C(CNC(=O)C1(c2ccccc2)CC1)Nc1ccc(F)c(F)c1
  3.0%	-0.1	51	1.4%[50 µM]
COCCCN(C(=O)CCOc1ccc(C)cc1)c1c(N)n(Cc2ccccc2)c(=O)[nH]c1=O
  2.1%	-1.5	51	-1.3%
CN(CC(=O)Nc1c(Cl)cccc1Cl)C(=O)c1ccccc1Cc1ccccc1
  6.7%	1.0	63	0.6%[50 µM]
CC1CCC2(CC1)NC(=O)N(CC(=O)N1c3ccccc3CC1C)C2=O (stereo not given)
  2.3%	0.8	55	-2.3%
Cc1ccc(S(=O)(=O)CCC(=O)NC2CCCCC2)cc1
  6.5%	-1.2	40	0.5%[50 µM]
Cc1cc(Cl)ccc1OCC(=O)OCC(=O)c1c(N)n(C)c(=O)n(C)c1=O
  1.6%	1.0	62	0.6%[50 µM]
COCCN(Cc1ccccc1)C(=O)c1ccc2c(c1)NC(=O)CS2
  2.3%	0.0	52	0.9%[50 µM]

Some of the entries above in a different format:
SMILES	MgcRacGAP inhibition	NTR1 agonist	NTR1 agonist cell count 20 µM	UTI89 phage lysis
COCCCN(C(=O)CCOc1ccc(C)cc1)c1c(N)n(Cc2ccccc2)c(=O)[nH]c1=O	2.1%	-1.5	51	-1.3%
CN(CC(=O)Nc1c(Cl)cccc1Cl)C(=O)c1ccccc1Cc1ccccc1	6.7%	1.0	63	0.6%[50 µM]
CC1CCC2(CC1)NC(=O)N(CC(=O)N1c3ccccc3CC1C)C2=O (stereo not given)	2.3%	0.8	55	-2.3%
Cc1ccc(S(=O)(=O)CCC(=O)NC2CCCCC2)cc1	6.5%	-1.2	40	0.5%[50 µM]

The list goes on.
The line under a structure holds: MgcRacGAP inhibition	NTR1 agonist	NTR1 agonist cell count 20 µM	UTI89 phage lysis
COc1ccc(C(=O)OCC(=O)c2ccc(S(=O)(=O)N3CCCCC3)cc2)c(OC)c1
  6.6%	0.3	67	1.9%[50 µM]
COc1ccc(-c2nn(-c3ccccc3)cc2C(=O)N(C)CC(=O)Nc2ccc(N3CCOCC3)cc2)cc1
  1.7%	1.3	53	1.2%[50 µM]
COc1ccc(NC(=O)N(C)C[C@H]2Oc3ccc(NC(=O)CCN4CCOCC4)cc3C(=O)N([C@H](C)CO)C[C@@H]2C)cc1
  -12.8%	14.0	54	0.0%
Cc1ccc(S(=O)(=O)N2CCN(C(=O)CNC(=O)c3ccc(Cl)cc3)CC2)cc1
  4.8%	-0.8	63	-1.4%
CC(OC(=O)/C=C/c1ccco1)C(=O)NC1CCCCC1C (stereo not given)
  0.3%	0.8	49	0.2%[50 µM]
O=C(COc1c(F)c(F)cc(F)c1F)NNC(=O)CC1CCS(=O)(=O)C1 (stereo not given)
  6.2%	0.8	67	2.0%
CCN1C(=O)N[C@H](c2ccccc2)C(C(C)=O)=C1C
  4.0%	-1.3	71	0.6%
Cc1onc(-c2ccccc2)c1C(=O)OCC(=O)Nc1ccc(C#N)cc1
  0.5%	-1.3	53	-0.2%[50 µM]
O=C(Nc1nccs1)c1nc[nH]c1C(=O)N1CCN(c2ccccc2)CC1
  2.6%	-1.5	53	1.2%
Cc1ccc(NC(=O)c2ccc(NS(=O)(=O)c3ccc4[nH]c(=O)[nH]c4c3)cc2)nc1
  8.5%	-0.3	47	0.8%[50 µM]
CCOC(=O)c1c(C)[nH]c(C(=O)COc2ccc3ccc(=O)oc3c2)c1C
  2.4%	4.3	66	1.0%[50 µM]
CC(=O)c1ccc(S(=O)(=O)Nc2ccc(C(=O)N3CCC3)cc2)cc1
  10.3%	-0.6	59	1.0%[50 µM]
CCN1CCN(C(=O)CCN2C(=O)c3ccccc3S2(=O)=O)CC1
  -0.2%	-0.6	34	1.7%[50 µM]
COc1ccc(C(=O)Nc2ncccc2C)cc1S(=O)(=O)N1CCOCC1
  5.7%	-1.0	62	0.8%[50 µM]
COc1ccc(Cl)cc1NC(=O)CN(C)C(=O)c1cc(=O)c2ccccc2o1
  -4.9%	8.0	67	0.5%[50 µM]

Later entries
The line under a structure holds: MgcRacGAP inhibition	NTR1 agonist	NTR1 agonist cell count 20 µM	UTI89 phage lysis
Cn1nnnc1Sc1ncnc2scc(-c3ccc(C(F)(F)F)cc3)c12
  14.3%	11.1	66	-1.7%
CCc1noc(C)c1C(=O)Nc1cc(Cl)ccc1-n1cncn1
  6.0%	1.8	68	0.3%[50 µM]
O=C(c1ccc(S(=O)(=O)Nc2ccccc2F)cc1)N1CCN(c2ccccc2O)CC1
  2.1%	-0.6	64	0.5%[50 µM]
Cc1ccc(C(=O)NCC(=O)OCC(=O)c2c(N)n(C)c(=O)n(C)c2=O)cc1C
  1.2%	-1.6	72	-0.5%
O=C(COc1ccc(Br)cc1Cl)NC(=O)NC1CCCC1
  7.1%	5.1	70	0.0%[50 µM]
O=C(c1ccco1)N1CCN(Cc2cc(=O)c(OCc3cccc(F)c3)co2)CC1
  10.8%	-0.6	66	0.9%[50 µM]
CCCCOc1ccc(/C=N/NC(=O)c2nnn(-c3nonc3N)c2CN2CCCCCC2)cc1
  3.9%	10.2	61	-0.3%
COC(=O)C1=C(C)N(Cc2ccccc2)C(=NCc2ccc3c(c2)OCO3)N[C@H]1c1ccccc1
  8.1%	9.5	58	4.5%
CC(C)c1ccc(S(=O)(=O)N2CCC(C(=O)NCc3ccco3)CC2)cc1
  2.9%	0.6	37	1.0%[50 µM]
Cc1noc(C)c1C(=O)OC(C)C(=O)N1CCc2ccccc21 (stereo not given)
  1.4%	5.8	74	0.0%
COCOc1cc(O)c(C(=O)/C=C/c2ccccc2)c(OCOC)c1
  2.0%	26.5	100	0.7%
Cc1ccc(C(=O)NCC(=O)OC(C)C(=O)NC2CCCCC2C)cc1C (stereo not given)
  2.3%	-0.2	61	1.7%[50 µM]
CCOc1ccccc1N1CCN(C(=O)c2ccc(Cl)c(S(=O)(=O)N3CCCCC3)c2)CC1
  11.3%	3.9	56	-0.4%[50 µM]
CCc1ccc([C@@H]2CC=C(C(=O)O)[C@H](c3ccc(C(C)(C)C)cc3)N2S(=O)(=O)c2ccc(C)cc2)cc1
  4.6%	14.3	67	0.6%
CCn1ccc(=O)c2cc3c(cc21)OCO3
  11.4%	5.9	90	1.2%

Additional structures:
The line under a structure holds: MgcRacGAP inhibition	NTR1 agonist	NTR1 agonist cell count 20 µM	UTI89 phage lysis
Cc1noc(C)c1NC(=O)N(C)C[C@H]1Oc2c(NC(=O)Nc3ccc4c(c3)OCO4)cccc2C(=O)N([C@H](C)CO)C[C@@H]1C
  2.9%	-2.4	55	0.1%
CC1CCCCC12NC(=O)N(CC(=O)N1CCN(S(=O)(=O)Cc3ccccc3)CC1)C2=O (stereo not given)
  1.4%	0.1	71	0.5%[50 µM]
CCCN(CC(=O)Nc1ccccc1C)C(=O)COc1c(Cl)cccc1Cl
  6.8%	0.0	62	1.8%
CSc1ccccc1NC(=O)CN(C)C(=O)c1ccc(NC(=O)c2cccs2)cc1
  15.4%	-0.5	45	0.8%[50 µM]
Cc1ccc(S(=O)(=O)N2CCC(C(=O)NCCCN3CCCC3=O)CC2)cc1
  3.2%	0.7	56	0.5%
CCN(CC(=O)Nc1c(F)cccc1F)C(=O)Cc1ccc2c(c1)CCC2
  2.5%	0.9	70	-0.1%[50 µM]
COC(=O)C1=C[C@@H](C(=O)OC)[C@@H]2C3=C(C(=O)C2(C)C)[C@H](c2ccccc2)[C@@H]2C(=O)N(C)C(=O)[C@@H]2[C@@H]3C1
  5.8%	-0.3	96	0.9%
